# Tcruzi prolif = blocks T. cruzi growth in NIH3T3 culture; T. cruzi beta-gal in NIH3T3, GalScreen luminescence, 90 h; AID 624255; actives 5.9% (n = 77,000); inhibition, % at 8.34 µM;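 active means mean inhibition above about 93%, with at least 55% of replicates each passing it, limit read from the data, passing the limit was not always enough; inconclusive means only one of those two conditions holds; inactive means neither condition holds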
# Pf Dd2 growth = P. falciparum Dd2 growth inhibition; activity change, % at 10 µM; actives 2.3% (n = 94,000); SYBR Green, 72 h; stronger effect = lower value; in the data active means activity change below about -80%; inconclusive means no clear call, values can overlap the other calls
# GASC1 inh = inhibitors of human demethylase GASC-1 KDM4C. Q9H3R0. GST-KDM4C 2-372, H3K9me3 peptide, LANCE TR-FRET. inhibition, % at 12.5 µM. actives 0.15% (n = 96,000). AID 720574;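 active means mean replicate inhibition above about 25%, with at least 55% of replicates also reaching it, limit read from the data, passing the limit was not always enough; inconclusive means only one of those two conditions met; inactive means neither condition met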
# Target sequence (Q9H3R0 2-372 limits assumed): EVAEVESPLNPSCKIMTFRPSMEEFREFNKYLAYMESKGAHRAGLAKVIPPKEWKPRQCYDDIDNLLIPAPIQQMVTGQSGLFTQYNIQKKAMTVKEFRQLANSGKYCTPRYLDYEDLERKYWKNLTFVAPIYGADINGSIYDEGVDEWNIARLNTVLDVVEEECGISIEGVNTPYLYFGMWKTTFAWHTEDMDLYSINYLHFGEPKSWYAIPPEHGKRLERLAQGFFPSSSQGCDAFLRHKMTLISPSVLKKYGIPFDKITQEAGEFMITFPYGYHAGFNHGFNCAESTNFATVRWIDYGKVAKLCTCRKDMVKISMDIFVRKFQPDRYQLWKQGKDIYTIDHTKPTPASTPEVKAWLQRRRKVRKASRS
#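 System: N-terminal GST-fused human GASC-1 (KDM4C) fragment, residues 2-372 / Amount: 10 nM GST-KDM4C in enzyme reaction / Also added: H3K9me3 peptide with Fe(II)/2OG / Times: 30 min demethylation and 1 h detection at room temperature / Signal: LANCE TR-FRET / Read-out basis: Fall in 671/618 emission ratio as inhibition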
# C diff growth = inhibitors of Clostridium difficile growth; Clostridium difficile clinical isolate growth, OD600, 24 h; stronger effect = lower value; growth activity, negative = inhibition, % at 16 µg/mL (by protocol); actives 0.25% (n = 86,000); AID 1259249;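 active means mean growth activity at or below -80% and every replicate also at or below -80%; inconclusive means mean at or below -80% but some replicate above -80%; inactive means mean growth activity above -80%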;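 further: 0% = DMSO wells and -100% = levofloxacin 16 µg/mL wells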
# * hit, by the source's call; ? = inconclusive; . = not tested or not shown; ! = a repeat was not active.
cpd	SMILES	Tcruzi prolif	Pf Dd2 growth	GASC1 inh	C diff growth
1	CC(C)NC(=O)Nc1ccc2c(c1)C(=O)N([C@H](C)CO)C[C@H](C)[C@H](CN(C)Cc1ccc(C(F)(F)F)cc1)OCCCC[C@H](C)O2	.	.	0.2	22
2	C[C@@H]1CN([C@H](C)CO)C(=O)Cc2cc(N(C)C)ccc2O[C@H]1CN(C)CC1CC1	17	8	2.1	-1
3	O=C(C[C@H]1CC[C@H](NC(=O)C2CCOCC2)[C@H](CO)O1)Nc1ccccc1	.	36	-1.1	-1
4	C[C@@H]1CCCCO[C@@H](CN(C)Cc2ccncc2)[C@@H](C)CN([C@H](C)CO)C(=O)c2cc(NC(=O)Nc3ccc4c(c3)OCO4)ccc2O1	27	4	0.6	-3
5	COc1ccc2c3c([nH]c2c1)[C@@H](CO)N(C)CC31CN(C(=O)c2ccccn2)C1	.	6	0.3	1
6	COc1ccc2c3c([nH]c2c1)[C@H](CO)N(Cc1ccc(F)cc1)CC31CCN(Cc2ccccn2)CC1	.	-89*	1.2	0
7	O=C(C[C@@H]1CC[C@@H](NC(=O)c2cccc(F)c2)[C@@H](CO)O1)NCCN1CCCC1	-21	-18	0.2	.
8	O=C(NC1CCCCC1)N1CC(=O)N2[C@H](C1)[C@H](c1ccc(-c3ccncc3)cc1)[C@@H]2CO	.	-19	19	3
9	CCC(=O)N1[C@H](CO)[C@@H]2c3ccccc3N(S(=O)(=O)c3ccccc3C)C[C@@H]21	17	-1	-0.8	11
10	C[C@H](CO)N1C[C@H](C)[C@H](CN(C)S(C)(=O)=O)Oc2c(cccc2N(C)C)C1=O	16	4	-0.3	3
11	C[C@H](CO)N1C[C@H](C)[C@H](CN(C)Cc2ccc(Oc3ccccc3)cc2)Oc2c(NC(=O)NC3CCCCC3)cccc2C1=O	?	6	0.1	16
12	COC(=O)[C@@H]1[C@@H](CO)[C@@H]2Cn3c(cccc3=O)[C@@H]2N1C(=O)C1CCCC1	.	38	-2.3	-4
13	COc1ccc(NC(=O)N(C)C[C@@H]2Oc3ccc(NC(=O)Nc4ccc(C(F)(F)F)cc4)cc3C(=O)N([C@H](C)CO)C[C@H]2C)cc1	21	-71	10	-3
14	C[C@H](CO)N1C[C@H](C)[C@H](CN(C)C(=O)Nc2ccccc2)Oc2ccc(NC(=O)Nc3cccc4ccccc34)cc2C1=O	21	-33	-1.9	2
15	O=C(Nc1ccccc1F)N[C@H]1CC[C@@H](CC(=O)N2CCCCC2)O[C@H]1CO	51	13	-0.1	.
16	O=C(C[C@@H]1CC[C@@H]2[C@H](COC[C@H](O)CN2C(=O)Nc2cc(Cl)cc(Cl)c2)O1)N1CCOCC1	-25	.	1.6	-101*!
17	C[C@H](CO)N1C[C@H](C)[C@@H](CN(C)C(=O)c2ccccc2F)Oc2ncc(C#CC(C)(C)O)cc2C1=O	3	37	-0.8	-3
18	CO[C@@H](C(=O)N(C)C[C@@H]1OCc2ccccc2-c2ccccc2C(=O)N([C@H](C)CO)C[C@H]1C)c1ccccc1	51	-32	3.8	-2
19	CO[C@@H]1CN(C)C(=O)c2ccc(NC(=O)C3CC3)cc2OC[C@@H](C)N(Cc2ccncc2)C[C@@H]1C	31	-5	1.9	.
20	CCCC#Cc1ccc2c(c1)O[C@@H](CN(C)C(=O)Nc1ccc(OC)cc1)[C@H](C)CN([C@H](C)CO)S2(=O)=O	80	-40	0.7	-2
21	COc1ccc(-c2ccc([C@@H]3[C@@H](C#N)N(C(=O)C4CCC4)[C@H]3CO)cc2)cc1	67	-23	-0.5	6
22	C[C@@H]1CN([C@@H](C)CO)C(=O)c2cc(-c3ccc(F)cc3)cnc2O[C@@H]1CN(C)C(=O)c1ccccn1	-4	31	-0.3	0
23	CN1[C@H](C(=O)NCCc2ccccc2)[C@@H](CO)[C@@H]2Cn3c(ccc(-c4ccncc4)c3=O)[C@@H]21	34	3	-0.4	1
24	C[C@@H]1CN([C@H](C)CO)C(=O)CCCn2cc(nn2)CO[C@H]1CN(C)Cc1ccc(Oc2ccccc2)cc1	-11	-39	1.6	.
25	CNC[C@H]1Oc2c(NC(=O)Nc3cccc4ccccc34)cccc2C(=O)N([C@H](C)CO)C[C@H]1C	40	-70	.	4
26	O=C([C@@H]1[C@@H](CO)[C@@H]2Cn3c(ccc(C4=CCCCC4)c3=O)[C@@H]2N1Cc1nccs1)N1CCOCC1	19	10	2.0	0
27	COCC(=O)Nc1ccc2c(c1)C(=O)N(C)C[C@H](OC)[C@@H](C)CN(C(=O)CC1CC1)[C@@H](C)CO2	-25	-1	0.9	.
28	CC(=O)N1CC[C@@H]2[C@H]1c1cc(-c3ccc(F)cc3)ccc1N[C@@H]2CO	58	-1	1.3	-22
29	C[C@@H]1CN([C@H](C)CO)C(=O)c2cc(NS(=O)(=O)c3cn(C)cn3)ccc2O[C@@H]1CN(C)Cc1ccc2c(c1)OCO2	-46	-19	-0.6	.
30	C[C@@H]1CN([C@@H](C)CO)C(=O)c2cc(-c3cccnc3)cnc2O[C@@H]1CN(C)C(=O)C1CCCCC1	5	13	-0.2	0

# In another format: three of the compounds above.
23. CN1[C@H](C(=O)NCCc2ccccc2)[C@@H](CO)[C@@H]2Cn3c(ccc(-c4ccncc4)c3=O)[C@@H]21
21. COc1ccc(-c2ccc([C@@H]3[C@@H](C#N)N(C(=O)C4CCC4)[C@H]3CO)cc2)cc1
26. O=C([C@@H]1[C@@H](CO)[C@@H]2Cn3c(ccc(C4=CCCCC4)c3=O)[C@@H]2N1Cc1nccs1)N1CCOCC1
assay / compound	23	21	26
Tcruzi prolif	34	67	19
Pf Dd2 growth	3	-23	10
GASC1 inh	-0.4	-0.5	2.0
C diff growth	1	6	0

# Entries above that have an NH in an aromatic ring:
cpd	SMILES	Tcruzi prolif	Pf Dd2 growth	GASC1 inh	C diff growth
5	COc1ccc2c3c([nH]c2c1)[C@@H](CO)N(C)CC31CN(C(=O)c2ccccn2)C1	.	6	0.3	1
6	COc1ccc2c3c([nH]c2c1)[C@H](CO)N(Cc1ccc(F)cc1)CC31CCN(Cc2ccccn2)CC1	.	-89*	1.2	0

# Later entries
cpd	SMILES	Tcruzi prolif	Pf Dd2 growth	GASC1 inh	C diff growth
31	COCC(=O)Nc1ccc2c(c1)OC[C@@H](C)N(C(=O)C1CCCC1)C[C@H](C)[C@H](OC)CN(C)C2=O	-11	-9	1.1	12
32	CCC(=O)N[C@@H]1CC[C@H](CC(=O)OC)O[C@@H]1CO	-24	29	-0.4	.
33	Cc1ccc(S(=O)(=O)N(C)C[C@H]2Oc3c(NC(=O)Nc4c(C)noc4C)cccc3C(=O)N([C@@H](C)CO)C[C@H]2C)cc1	9	-62	-0.6	-1
34	N#C[C@H]1[C@@H](c2ccc(C#CC3(O)CCCC3)cc2)[C@@H](CO)N1C(=O)C1CCC1	18	19	-0.5	1
35	C[C@@H]1CCCCO[C@H](CN(C)C(=O)Cc2ccccc2)[C@H](C)CN([C@H](C)CO)C(=O)c2cc(N(C)C)ccc2O1	8	.	6.1	-1
36	C[C@@H]1CN([C@H](C)CO)S(=O)(=O)c2ccc(-c3ccncc3)cc2O[C@H]1CN(C)C(=O)Nc1ccc(F)cc1	101*	-11	0.8	6
37	CO[C@H]1CN(C)C(=O)c2ccc(NC(=O)C3CC3)cc2OC[C@H](C)N(CCc2ccccc2)C[C@H]1C	36	-26	-0.2	.
38	C[C@@H]1CN([C@H](C)CO)C(=O)c2cc(NC(=O)C3CCCCC3)ccc2O[C@@H](C)CCCCO[C@@H]1CN(C)S(C)(=O)=O	-4	-1	0.2	-5
39	CCC(=O)N[C@@H]1C=C[C@H](CC(=O)NCCN2CCCCC2)O[C@H]1CO	17	15	0.2	-4
40	O=S(=O)(N[C@H]1CC[C@@H](CCn2cc(-c3cccnc3)nn2)O[C@H]1CO)c1ccc(F)cc1	-29	4	0.2	5
41	O=C(C[C@@H]1CC[C@H](NC(=O)c2cccc(F)c2)[C@H](CO)O1)Nc1nccs1	-58	-8	-1.8	.
42	Cn1cnc(S(=O)(=O)N2CC[C@H]3[C@H](CO)Nc4ccc(-c5ccccc5)cc4[C@H]32)c1	101*	7	0.5	-11
43	CCCC#Cc1ccc([C@H]2[C@@H](CO)N3CCCCN(Cc4cccnc4)C[C@H]23)cc1	?	-52	-0.8	7
44	C[C@@H]1CN([C@H](C)CO)S(=O)(=O)c2ccc(C#CC(C)(C)O)cc2O[C@H]1CN(C)CC1CCCC1	5	-21	-0.5	.
45	C[C@@H]1CN([C@H](C)CO)C(=O)Cc2cc(NC(=O)Nc3ccc(C(F)(F)F)cc3)ccc2O[C@@H]1CN(C)C(=O)Nc1ccc(C(F)(F)F)cc1	69	-5	-0.4	-8
46	C[C@H](CO)N1C[C@H](C)[C@@H](CN(C)C(=O)Nc2cccc3ccccc23)Oc2c(NC(=O)CCCCCC(=O)Nc3ccccc3N)cccc2C1=O	.	3	-0.7	-2
47	COc1ccc(NC(=O)N(C)C[C@@H]2OCCCC[C@H](C)Oc3ccc(N(C)C)cc3C(=O)N([C@H](C)CO)C[C@H]2C)cc1	33	-57	3.5	-2
48	C[C@H](CO)N1C[C@H](C)[C@@H](CN(C)S(=O)(=O)c2ccc(F)cc2)Oc2ccc(NC(=O)Cc3ccccc3)cc2CC1=O	-57	-29	-1.2	-2
49	O=C(Nc1ccc(F)cc1)N1CC(=O)N2[C@@H](CO)[C@@H](c3ccc(C4=CCCC4)cc3)[C@@H]2C1	.	-73	0.3	-1
50	CC(C)CC#Cc1ccc2c(c1)O[C@@H](CN(C)Cc1cccnc1)[C@@H](C)CN([C@H](C)CO)S2(=O)=O	65	.	-0.7	20
51	O=C(NCC[C@H]1CC[C@H](NS(=O)(=O)Cc2ccccc2)[C@@H](CO)O1)C1CCCC1	.	2	-0.4	-3
52	COc1ccc(-c2ccc([C@@H]3[C@H]4CN(C(=O)NC(C)C)CCCCN4[C@H]3CO)cc2)cc1	69	11	0.4	1

# 2 of the compounds above, with values under each structure.
# Values in the order: Tcruzi prolif | Pf Dd2 growth | GASC1 inh | C diff growth
50. CC(C)CC#Cc1ccc2c(c1)O[C@@H](CN(C)Cc1cccnc1)[C@@H](C)CN([C@H](C)CO)S2(=O)=O
 : 65 | . | -0.7 | 20
48. C[C@H](CO)N1C[C@H](C)[C@@H](CN(C)S(=O)(=O)c2ccc(F)cc2)Oc2ccc(NC(=O)Cc3ccccc3)cc2CC1=O
 : -57 | -29 | -1.2 | -2

# Assay outcomes as filed in PubChem BioAssay.
